# From PubChem BioAssay
# NR2F2 inh: inhibitors of human COUP-TFII (NR2F2); hit rate 0.7% among 370,000; HEK293T NGFI-A luciferase reporter, luminescence; inhibition, % at 8.6 µM; P24468;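 active means inhibition above a per-plate cutoff, mean inhibition of test wells between control levels plus 3 SD, cut at about 38% in these data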;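 further: cells cotransfected with COUP-TFII expression vector driving the NGFI-A reporter; 0% = median of COUP-TF2 test wells and 100% = reporter-only cells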
# TROY signal inh: inhibitors of TROY-dependent NF-kB signaling; Q293 LMP1-TROYcd NF-kB luciferase reporter, 4 h; inhibition, % at 10 µM; hit rate 0.98% among 360,000; AID 1347056;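 active means compounds whose plate-normalised and pattern-corrected inhibition of the luciferase reporter signal at the single screening dose is 50% or more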
# NCOA3 inh: human NCOA3 inhibition | Q9Y6Q9 | HEK293 GAL4-SRC3 luciferase reporter, luminescence | inhibition, % at 3.6 µM | hit rate 0.17% among 360,000 | AID 588352;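 active means inhibition above a per-campaign cutoff, the mean of all compounds plus 3 SD, cut at about 60% in these data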;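 further: 0% = DMSO-treated cells and 100% = gossypol-treated cells at 36 µM; higher means less SRC3-driven luciferase light from the GAL4 reporter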
# SRC1 inh: inhibits human SRC1 coactivator. Q15788. HEK293 GAL4-SRC1 luciferase reporter, luminescence. inhibition, % at 3.6 µM. hit rate 0.12% among 360,000. AID 588354;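 active means inhibition above the campaign mean plus 3 SD, with each screening campaign given its own cutoff, cut at about 60% in these data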;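 further: 0% = DMSO treated cells and 100% = gossypol at 36 µM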
# TWEAK Fn14 block: blocks TWEAK-Fn14 interaction in a reporter cell assay; inhibition, % at 10 µM; hit rate 2% among 360,000; AID 1159606; TWEAK-stimulated Fn14 reporter cells, luciferase luminescence, 8 h; in the data active means inhibition above about 50%
# ABHD5-PLIN5 inh: blocks binding of human ABHD5 to perilipin-5; Q00G26+Q8WTS1; Split G. princeps luciferase complementation, luminescence, 4 h; inhibition, % at 4 µM; hit rate 0.78% among 360,000;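 active means inhibition above the mean inhibition across every tested compound plus 3 SD, cut at about 22% in these data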;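 further: 0% = DMSO only wells and the 100% control is not disclosed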
# NCOA2 inhibitor: inhibits human steroid receptor coactivator 2. HEK293 GAL4-SRC2 luciferase reporter, luminescence. Q15596. hit rate 0.17% among 370,000. inhibition, % at 9 µM. AID 651957;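 active means inhibition above the mean inhibition of all tested compounds plus 3 SD, set per campaign, cut at about 52% in these data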;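 further: 0% = DMSO treated cells and 100% = cells given Gossypol at 36 µM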
# TLR9-MyD88 block: TLR9-MyD88 interaction inhibition. hit rate 0.21% among 340,000. inhibition, % at 4.98 µM. Q9NR96+Q99836. CHO BLA complementation TLR9-MyD88, CCF4 FRET ratio;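 active means inhibition above the mean over all tested compounds plus 3 SD, cut at about 21% in these data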;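 further: 0% = DMSO only wells and 100% = clavulanate BLA inhibitor control wells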
# Target sequence (Q99836 whole entry, looked up): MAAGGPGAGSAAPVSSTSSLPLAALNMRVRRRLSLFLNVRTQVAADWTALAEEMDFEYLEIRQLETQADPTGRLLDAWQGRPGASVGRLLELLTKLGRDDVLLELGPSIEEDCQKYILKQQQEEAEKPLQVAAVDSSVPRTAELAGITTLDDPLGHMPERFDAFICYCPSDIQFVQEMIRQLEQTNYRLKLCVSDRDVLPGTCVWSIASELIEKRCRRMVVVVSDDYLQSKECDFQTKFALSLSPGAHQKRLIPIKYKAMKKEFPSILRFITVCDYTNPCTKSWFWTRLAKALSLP
# Target sequence (Q9NR96 whole entry, looked up): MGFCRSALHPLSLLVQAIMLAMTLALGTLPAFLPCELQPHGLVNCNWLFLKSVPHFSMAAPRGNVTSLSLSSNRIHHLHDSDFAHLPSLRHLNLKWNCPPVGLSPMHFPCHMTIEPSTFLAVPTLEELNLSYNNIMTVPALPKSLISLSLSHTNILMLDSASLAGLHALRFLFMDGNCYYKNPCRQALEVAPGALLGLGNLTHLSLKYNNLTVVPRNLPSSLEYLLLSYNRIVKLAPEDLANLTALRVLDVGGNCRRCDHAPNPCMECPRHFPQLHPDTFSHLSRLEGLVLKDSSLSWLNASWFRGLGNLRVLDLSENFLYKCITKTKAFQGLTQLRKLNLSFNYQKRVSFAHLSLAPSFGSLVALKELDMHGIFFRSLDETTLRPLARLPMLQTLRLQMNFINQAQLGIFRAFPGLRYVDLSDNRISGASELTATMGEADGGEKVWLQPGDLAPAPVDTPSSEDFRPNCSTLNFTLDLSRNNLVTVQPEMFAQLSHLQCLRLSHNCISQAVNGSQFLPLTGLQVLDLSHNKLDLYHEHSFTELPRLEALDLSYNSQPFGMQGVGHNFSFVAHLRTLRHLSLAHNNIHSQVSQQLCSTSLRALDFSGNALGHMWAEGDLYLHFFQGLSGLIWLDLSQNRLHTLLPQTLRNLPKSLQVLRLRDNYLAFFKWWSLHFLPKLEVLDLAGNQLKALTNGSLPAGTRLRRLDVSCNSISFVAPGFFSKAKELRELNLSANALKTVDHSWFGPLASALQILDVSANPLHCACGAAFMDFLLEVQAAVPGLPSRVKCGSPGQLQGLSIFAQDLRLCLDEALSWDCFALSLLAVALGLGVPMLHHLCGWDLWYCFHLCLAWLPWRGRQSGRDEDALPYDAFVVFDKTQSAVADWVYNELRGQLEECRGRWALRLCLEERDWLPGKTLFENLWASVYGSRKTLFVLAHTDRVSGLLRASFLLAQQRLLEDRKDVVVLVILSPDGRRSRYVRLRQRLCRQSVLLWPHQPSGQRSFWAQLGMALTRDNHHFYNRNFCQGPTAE
# Granule exo inh: blocks lytic granule exocytosis; AID 651702; hit rate 0.66% among 360,000; TALL-104 LAMP-1 surface exposure, flow cytometry; cells stimulated with thapsigargin and PMA; inhibition, % at 10 µM;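 active means inhibition above about 55%, limit read from the data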
# NOD2-RIPK2 inh: blocks binding of human NOD2 to RIPK2; CHO BLA complementation NOD2-RIPK2, CCF4 ratio; inhibition, % at 4.98 µM; hit rate 0.38% among 360,000; AID 624267; in the data active means inhibition above about 21%;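 further: 0% = vehicle only and 100% = reference blocker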
# LRH-1 inv ag: NR5A2 inverse agonism in reporter assay; inhibition, % at 3.6 µM; hit rate 0.13% among 360,000; HEK293T StAR-luciferase reporter, LRH-1 transfected, 24 h; AID 602396; O00482;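 active means inhibition above the mean inhibition of all tested compounds plus 3 SD, cut at about 73% in these data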;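 further: 0% = DMSO wells and 100% = reporter-only cells lacking LRH-1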
# Active calls of the source: *; nt = not tested or not shown.
compound	NOD2-RIPK2 inh	LRH-1 inv ag	TLR9-MyD88 block	Granule exo inh	TROY signal inh	NCOA2 inhibitor	ABHD5-PLIN5 inh	SRC1 inh	NR2F2 inh	TWEAK Fn14 block	NCOA3 inh
COc1cccc(C(=O)NC(C)C(c2cccs2)N2CCN(C)CC2)c1 (stereo not given)	-8	-2	7	1	-1	-14	-1	-4	-8	-2	7
CC1CN(Cc2ccccn2)CCC1=O (stereo not given)	6	17	-1	3	10	-3	2	2	-3	-8	11
O=C(Nc1ccccc1N1CCOCC1)c1ccc2c(c1)OCO2	6	3	4	6	-9	23	-2	0	-3	26	21
Cc1ccc2nc(C)c(C(=O)N/N=C/c3ccc(N4CCOCC4)cc3)cc2c1	-8	-8	2	2	-16	4	-3	-5	-25	-12	7
CC(C)N(Cc1nccn1C)C(=O)c1ccc2oc(CCCc3ccccc3)nc2c1	-15	1	-6	-2	7	9	-2	-14	6	-5	-20
NC(CSCc1cccc(Br)c1)C(=O)O (stereo not given)	-8	-14	11	-2	7	-5	2	-25	-12	-4	9
CCOc1ncccc1C(=O)Nc1cccc(-n2cnnn2)c1C	0	-5	-1	-3	-6	3	-1	-11	-5	-4	-4
Cc1ccc2nc(SCC(=O)Nc3c(F)cccc3F)[nH]c2c1	-12	0	7	-5	-20	-20	0	-10	-13	6	18
CCCCNC(=O)c1ccc(N2CCC3(CC2)OCCO3)c([N+](=O)[O-])c1	-3	9	5	-4	-16	-12	1	-10	-7	-12	1
Cc1ccc(OCCCn2ccnc2)c(Br)c1	-2	-6	-6	-8	-8	-22	-1	9	-13	-13	-6
Cc1ccc(C(=O)NCc2ccccc2F)cc1S(=O)(=O)N1CCCC1	5	16	4	-6	-3	-1	4	-21	20	24	-3
CSc1oc(-c2ccccc2)nc1S(=O)(=O)c1ccc(F)cc1	-4	13	-8	-1	8	6	-4	-7	-4	12	11
Cc1cc(C)c(NC(=O)C2C(=O)Nc3ccccc3C(=O)N2C(C)(C)C)c(C)c1 (stereo not given)	6	1	nt	6	nt	-10	-1	nt	20	nt	nt
O=C(CC1SCCNC1=O)Nc1cccc(Cl)c1 (stereo not given)	-3	-13	11	-3	-16	-36	11	-12	-8	1	-8
Cc1oc(-c2ccccc2Cl)nc1CS(=O)CC(=O)NCc1ccccc1Cl (stereo not given)	-2	4	4	21	-1	-21	0	-2	34	-17	25
CCCn1nnc(NC(=O)c2ccc(Br)cc2)n1	-14	-113	-4	1	-88	-36	8	-77	-34	30	-67
O=C(COC(=O)c1ccc(Cl)nc1)Nc1ccc2ccccc2c1	-6	-7	6	3	12	-18	1	-10	-4	-3	-1
Cc1csc(NC(=O)C2CCN(C(=O)c3ccccc3C)CC2)n1	-10	1	-9	3	3	11	5	-18	-4	10	-5
Nc1c(C(=O)NC2CCCC2)sc2nc(-c3cccs3)ccc12	1	-9	17	-3	-43	-40	-5	-24	-7	-1	-25
O=C(Nc1nc(-c2ccc(-c3ccccc3)cc2)cs1)C1=COCCO1	0	-41	2	8	1	-22	5	-4	9	-61	2
C/C(=N\NC(=O)c1cccc(S(=O)(=O)Nc2ccccc2Cl)c1)c1ccc(-n2ccnc2)cc1	-1	5	8	-1	9	3	-2	-9	3	10	8
O=C(Nc1ccc(NC(=O)c2cccs2)cc1)c1ccc(Br)o1	-2	-55	4	-6	-43	-9	1	-38	-31	-53	-28
COc1ccc(N2CCN(C(=O)CSc3nnc4c(C)cc5ccc(C)c(C)c5n34)CC2)cc1	-10	1	1	-1	10	-2	5	-21	4	-9	9
CCOC(=O)C1(CCOC)CCN(Cc2ccc(COC)o2)CC1	-11	14	-9	-1	-31	-17	10	7	2	-1	2
COc1ccc(OC)c(S(=O)(=O)NCC(=O)NC2CCCc3ccccc32)c1 (stereo not given)	-4	10	5	1	-3	-11	2	4	6	-2	2
COc1cc(NC(=O)COC(=O)c2[nH]c(C)c(C(C)=O)c2C)cc(OC)c1	-1	34	-12	1	25	40	9	23	-1	48	18
Nc1ccc(C#Cc2ccccc2)cc1	4	-32	5	-2	-8	6	1	-40	-13	-30	-21
COc1ccccc1N1CCN(S(=O)(=O)c2cnc[nH]2)CC1	-2	-6	-1	2	-2	7	-5	-12	-3	-9	-4
N#CC1=C(N)Oc2c(sc3ccccc23)C1c1ccco1 (stereo not given)	-2	-9	-6	3	14	-24	-8	-23	-12	-3	-11
COc1ccc(CCNC(=O)COc2ccc(S(=O)(=O)N3CCOCC3)cc2C)cc1	-9	-10	-7	1	11	-4	8	1	12	5	-2
CNc1nnc(-c2ccc(OC)cc2)s1	-1	-48	1	-8	-28	-77	1	-41	-17	-17	-37
Cc1ccc(C(=O)OCN2C(=O)c3ccccc3C2=O)o1	-1	9	-14	32	10	-8	5	-3	-32	-1	-13
COc1ccc(-c2nn(CCC#N)cc2C(=O)Nc2ccccn2)cc1OC	6	4	-8	-3	11	-15	2	-23	21	2	-5
O=c1[nH]c(Nc2ccc(F)cc2)cc2ccccc12	1	10	-6	2	-21	7	-14	-2	-5	0	-12
COc1ccc2cc(C3c4cc(OC)c(OC)cc4CCN3C(=O)c3ccco3)c(=O)[nH]c2c1 (stereo not given)	-8	2	-3	-29	1	14	-8	-30	12	-18	1
O=C(CSc1nnc(-c2ccco2)c(-c2ccco2)n1)Nc1ccccc1	4	-16	-1	0	-41	6	26*	-13	-1	6	0
Cn1c(/C=C/N(Cc2ccccc2)c2ccccc2)c([N+](=O)[O-])c(=O)n(C)c1=O	-10	1	10	-1	4	-16	0	-9	-2	11	12
CC(C)CN(CC(C)C)S(=O)(=O)N1CCC(C(=O)NCc2ccc(F)cc2)CC1	-9	-8	3	-3	4	-6	2	2	20	-10	18
O=C(NCC1CCN(Cc2ccccc2Cl)CC1)Nc1ccccc1F	3	-2	-2	10	4	15	0	0	4	3	10
CCNC(=O)c1cc2c(c(-c3cccc(-c4cc5ccccc5o4)c3)n1)[C@H](CCO)N(C(=O)NC(C)C)C2	6	36	nt	6	33	-18	8	nt	2	53*	nt

# 2 records drawn at random from those above, as already listed:
compound	NOD2-RIPK2 inh	LRH-1 inv ag	TLR9-MyD88 block	Granule exo inh	TROY signal inh	NCOA2 inhibitor	ABHD5-PLIN5 inh	SRC1 inh	NR2F2 inh	TWEAK Fn14 block	NCOA3 inh
Cc1ccc2nc(SCC(=O)Nc3c(F)cccc3F)[nH]c2c1	-12	0	7	-5	-20	-20	0	-10	-13	6	18
COc1ccc2cc(C3c4cc(OC)c(OC)cc4CCN3C(=O)c3ccco3)c(=O)[nH]c2c1 (stereo not given)	-8	2	-3	-29	1	14	-8	-30	12	-18	1

# (cont.)
compound	NOD2-RIPK2 inh	LRH-1 inv ag	TLR9-MyD88 block	Granule exo inh	TROY signal inh	NCOA2 inhibitor	ABHD5-PLIN5 inh	SRC1 inh	NR2F2 inh	TWEAK Fn14 block	NCOA3 inh
O=C(N[C@@H](Cc1ccccc1)c1nc2ccccc2[nH]1)c1cc([N+](=O)[O-])ccc1Cl	3	5	6	0	1	11	2	16	-6	7	2
COc1ccc(OC)c(-c2nc3cc4ccccc4cc3nc2-c2ccccc2)c1	-1	-15	11	2	-2	1	-5	12	16	12	-17
CC(C)(C)c1[nH]nc2c1C(Cc1ccccc1)C(C#N)=C(N)O2 (stereo not given)	-11	3	-6	-4	-4	-2	-1	-11	4	-8	-3
Cc1cc(C(F)(F)F)nn1Cc1n[nH]c(=S)n1Cc1ccccc1	-3	15	3	0	-9	-24	-3	-9	13	-17	8
Cc1ccc(-c2nnc(SCC(=O)NCCN3C(=O)CSC3=O)n2C)cc1	-7	-15	-6	0	-27	-24	-3	-12	19	2	2
O=C(N/N=C/c1ccc(O)cc1)c1cc(-c2ccccc2)nc2ccccc12	-10	-2	-5	8	-29	-21	10	-4	-14	-38	-24
O=C(O)C1C2C=CC3(CN(CC(O)COc4ccccc4)C(=O)C13)O2 (stereo not given)	5	9	5	-1	12	-31	0	-11	13	7	7
Cc1ccc(S(=O)(=O)N(C)C[C@@H]2OCc3cn(nn3)CCCC(=O)N([C@@H](C)CO)C[C@H]2C)cc1	-1	-3	-15	-8	-11	-17	12	-1	6	9	-12
CCC(C)[C@H]1CNCCN1CCc1cc(C(F)(F)F)cc(C(F)(F)F)c1 (stereo not given in full)	0	-8	8	-8	-12	-7	-13	2	-10	6	13
CCN(CC)C(=O)CSC1=Nc2ccccc2C2=NC(Cc3c[nH]c4ccccc34)C(=O)N12 (stereo not given)	5	4	7	-1	2	3	0	-19	8	3	-21
CCSc1nc(-c2ccccc2)c(C#N)c(=O)[nH]1	3	0	-4	-4	4	3	-6	-11	21	7	18
O=S(=O)(NCc1ccccn1)c1ccc(F)cc1	-11	-3	1	1	-1	nt	0	-1	nt	22	11
O=C(CCNC(=O)c1ccc(Cl)cc1)Nc1nc2ccccc2[nH]1	-3	15	-3	3	7	3	-4	-9	8	-5	-14
Cc1ccccc1[C@@H](NC(=O)OC(C)(C)C)C(=O)OC(C)(C)C	1	6	-19	-8	-6	-14	3	-1	0	16	7
CC1(C)CC(=O)N(c2ccc(C#N)cc2)C(=O)C1	-13	-2	6	0	-29	10	-7	-13	5	3	10
COc1cccc(CNC(=O)CCC2CCCN(Cc3cc4ccccc4o3)C2)c1 (stereo not given)	-1	1	4	-8	-27	8	0	-9	4	-17	-11
COc1ccc(OCc2cc(C(=O)N3CCOCC3)no2)c(Cl)c1	-6	-118	-11	6	-24	-35	-5	-96	-44	4	-102
Cc1ccc(SCC(=O)N(C)C2CCS(=O)(=O)C2)cc1 (stereo not given)	-8	-2	-4	-2	-2	-37	0	-16	-17	6	-32
C=CCn1c(SCC(=O)N2CC(=O)Nc3ccccc32)nc2scc(-c3cccs3)c2c1=O	-11	23	-10	0	10	-10	4	1	15	52*	-23
COc1ccc(C(CNC(=O)CCNC(=O)c2ccccc2Cl)N2CCCC2)cc1 (stereo not given)	2	-4	-9	13	-1	-1	7	-16	-18	2	9
CC(=O)NC1=NN(C(C)=O)C(c2cccc([N+](=O)[O-])c2)S1 (stereo not given)	-3	1	12	1	-20	-10	3	7	8	-6	1
COc1ccc(C2C(C(=O)c3cccs3)=C(O)C(=O)N2CCN2CCOCC2)c(OC)c1 (stereo not given)	-3	10	-1	-8	15	-38	3	-2	-9	-8	3
COc1ccc(OCCOc2ccc(N(C)S(=O)(=O)c3ccccc3)cc2)cc1	-19	-4	4	3	9	9	-6	-11	9	1	5
Cc1cc(C(=O)NC2CCCN(Cc3ccc(Cl)cc3)C2)no1 (stereo not given)	-3	-5	-13	-1	-9	11	-1	-16	19	-4	5
COc1ccc(C(=O)/C=C/N2CCCCC2)cc1OC	-7	13	5	1	-48	-9	-2	-9	-4	-1	1
CN1C(=O)N(C)C2(c3ccccc3)Nn3c(s/c(=C/c4ccco4)c3=O)=NC12c1ccccc1 (stereo not given)	-6	13	-5	-3	-17	12	4	-14	-10	-11	6
CCC(C)N=CC1=C(O)C(C(=O)OC)C(C)(C)CC1=O (stereo not given)	-7	-9	-1	0	-32	-13	4	-1	8	5	16

# This is a subset; count on the stated rates, not on these rows.
